CSN deneddyl inh = inhibitors of CSN-mediated cullin deneddylation, primary screen, biochemical, fluorescence polarization, uHTS; COP9 signalosome complex subunit 5 (Homo sapiens), Q92905; Purified CSN, SCF-Nedd8-OG deneddylation; inhibition, % at 12.5 µM; 360,000 compounds, 0.38% hits;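 active = pattern-corrected inhibition above about 35%, with an unprinted fluorescence ratio check between 0.5 and 1.5, limit read from the data, passing the limit was not always enough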;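 also: 0% = enzyme with substrate and 100% = substrate without enzyme; some results filed as inactive read as strong as hits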
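Assay system: purified human Csn5 enzyme expressed in HEK293T cells; Input: 0.24 nM Csn5 enzyme, final concentration; Reagent: 10 nM SCFSkp2-Nedd8OG; Compound dosing: 12.5 µM single point; Times: reaction 90 min, room temperature; Technique: fluorescence polarization readout.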
STEP inh = STEP phosphatase inhibitors, primary screen, biochemical, fluorescence intensity, uHTS; Tyrosine-protein phosphatase non-receptor type 5 (Homo sapiens), P54829; recombinant STEP, OMFP fluorogenic substrate; inhibition, % at 20 µM; 360,000 compounds, 0.25% hits; AID 588621, 2011;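 active = inhibition at 20 µM, scaled per plate between control wells, above about 37%, limit read from the data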;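 also: 0% = DMSO with enzyme and substrate and 100% = substrate only without enzyme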
Target sequence (P54829 whole entry, looked up): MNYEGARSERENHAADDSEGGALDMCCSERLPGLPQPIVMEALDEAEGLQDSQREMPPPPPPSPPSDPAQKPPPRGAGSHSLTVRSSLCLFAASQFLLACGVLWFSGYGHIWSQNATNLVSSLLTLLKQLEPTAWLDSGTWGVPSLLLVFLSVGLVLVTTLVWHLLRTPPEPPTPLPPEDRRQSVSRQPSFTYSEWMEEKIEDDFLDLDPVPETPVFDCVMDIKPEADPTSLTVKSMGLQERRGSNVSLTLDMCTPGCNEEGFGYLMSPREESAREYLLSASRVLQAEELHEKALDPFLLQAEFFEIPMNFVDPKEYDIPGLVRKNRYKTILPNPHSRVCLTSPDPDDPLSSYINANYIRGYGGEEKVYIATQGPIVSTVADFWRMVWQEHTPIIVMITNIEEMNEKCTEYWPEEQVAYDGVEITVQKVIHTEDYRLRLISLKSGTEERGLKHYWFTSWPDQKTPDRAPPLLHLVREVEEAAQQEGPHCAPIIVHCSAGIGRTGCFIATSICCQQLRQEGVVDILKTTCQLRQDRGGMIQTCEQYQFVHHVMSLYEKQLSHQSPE
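System: STEP phosphatase, cell-free reaction; Buffer or medium: Bis-Tris pH 6.0 buffer with DTT, detergent; Incubation: 20 min at room temperature, dark; Measured by: fluorescence, 480/540 nm.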
DNMT1 block = human DNMT1 methyltransferase inhibitors, primary screen, biochemical, molecular beacon, fluorescence, HinP1I cleavage, uHTS | inhibition (reported as % activation of signal), % at 10 µM | 360,000 compounds, 0.83% hits | AID 588458, 2011; in the data active = inhibition above about 50%
SUMO1 PPI mod = modulators of SUMO1 protein-protein interactions, primary screen, biochemical, uHTS; 360,000 compounds, 0.33% hits; Small ubiquitin-related modifier 1 (Homo sapiens), P63165; SUMO1 binding to a labelled peptide, TR-FRET, 1 h; inhibition, % at 20 µM; in the data active = inhibition above about 37%
Target sequence (P63165 whole entry, looked up): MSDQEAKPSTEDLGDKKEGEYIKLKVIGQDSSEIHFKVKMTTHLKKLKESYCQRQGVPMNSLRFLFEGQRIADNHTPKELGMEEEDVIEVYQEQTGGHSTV
Scp1 inh = Scp-1 phosphatase inhibitors, primary screen, biochemical, colorimetric, uHTS. Carboxy-terminal domain RNA polymerase II polypeptide A small phosphatase 1 (Homo …. Recombinant Scp1, phosphopeptide, malachite green phosphate absorbance. inhibition, % at 20 µM. 340,000 compounds, 0.88% hits;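 active = inhibition above about 50% at 20 µM, limit read from the data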;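 also: plate controls were DMSO wells with enzyme for no effect and wells lacking enzyme for full effect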
Target sequence (Q9GZU7 76-261 limits assumed): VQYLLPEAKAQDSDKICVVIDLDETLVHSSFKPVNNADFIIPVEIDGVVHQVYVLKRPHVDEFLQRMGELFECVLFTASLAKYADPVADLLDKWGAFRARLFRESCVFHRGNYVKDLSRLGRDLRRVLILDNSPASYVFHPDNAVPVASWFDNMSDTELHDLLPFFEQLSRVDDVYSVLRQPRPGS
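Material: truncated SCP-1 phosphatase (76-261aa) / Buffer or medium: 50 mM Tris acetate pH 5.5, 0.005% Tween-20, 10 mM MgCl2 / Compound dosing: one concentration, 20 µM, with 1.0% DMSO / Incubation: 45 min room-temperature reaction, 5 min colour, 30 min stabiliser / Detection: colorimetric free-phosphate detection, absorbance 630 nm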
TbMetRS inhib = T. brucei MetRS inhibitors, primary screen, biochemical, luminescence | methionyl-tRNA synthetase (Trypanosoma brucei brucei) | purified T. brucei MetRS, ATP depletion, Kinase-Glo luminescence | inhibition, % at 11.9 µM | 360,000 compounds, 0.4% hits | AID 624268, 2012;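 active = inhibition above a per-plate cutoff of the control wells' mean inhibition plus 3 SD, cut at about 5.5% in these data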;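 also: 0% = DMSO wells median and 100% = median of wells with control inhibitor compound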
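technique = Kinase-Glo luminescence, ATP depletion format | system = purified MetRS (methionyl-tRNA synthetase) enzyme from Trypanosoma brucei | timing = 15 min preincubation, 2 h reaction, all 25 °C | evaluation = percent inhibition versus plate control medians | dosing = single dose, 11.9 µM final nominal, 0.9% final DMSO | also added = substrates ATP, L-methionine and bulk Escherichia coli tRNA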
LMPTP inh = LMPTP phosphatase inhibitors, primary screen, biochemical, fluorescence intensity, uHTS. Low molecular weight phosphotyrosine protein phosphatase (Homo sapiens), P24666. recombinant LMPTP-A, OMFP fluorogenic substrate. inhibition, % at 20 µM. 360,000 compounds, 0.22% hits. AID 651560, 2012;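 active = compounds that cut the enzyme signal by at least half of the control window in the single-dose screen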;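 also: plate controls were DMSO wells with enzyme plus substrate for no effect and substrate without enzyme for full effect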
Target sequence (P24666 whole entry, looked up): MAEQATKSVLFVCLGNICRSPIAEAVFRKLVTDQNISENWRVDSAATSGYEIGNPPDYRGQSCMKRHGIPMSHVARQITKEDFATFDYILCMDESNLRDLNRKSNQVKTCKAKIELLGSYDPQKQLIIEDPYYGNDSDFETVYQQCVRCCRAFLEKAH
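Assay system: LMPTP-A phosphatase enzyme | Input: 0.625 nM enzyme | Also added: Fluorogenic phosphatase substrate OMFP at 400 µM final | Compound dosing: One test concentration per compound, 20 µM, with 3% DMSO overall | Schedule: 50 min enzyme reaction at room temperature, protected from light | Signal: Fluorescence intensity | Benchmarks: no-enzyme and uninhibited controls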
Rpn11 block = Rpn11 (PSMD14) deubiquitinase inhibitors, primary screen, biochemical, fluorescence polarization, uHTS | calls only at 20 µM | human 26S proteasome, Ub4-pepOG fluorescence polarization; 20S core pre-blocked with epoxomicin | 360,000 compounds, 0.59% hits | 26S proteasome non-ATPase regulatory subunit 14 (Homo sapiens), O00487;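 active = inhibition at 20 µM, scaled to each plate's controls, above about 33%, limit read from the data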
MsrA inh = bovine MsrA enzyme inhibitors, primary screen, biochemical, absorbance, HTS; purified bovine MsrA, absorbance read-out; inhibition, % at 15.5 µM; 360,000 compounds, 0.75% hits; AID 651718, 2012; in the data active = inhibition above about 4.5%;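 also: 0% = vehicle wells with enzyme and 100% = reference inhibitor wells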
NadD block = inhibitors of S. aureus NadD, primary screen, biochemical, colorimetric, uHTS | Nicotinate-nucleotide adenylyltransferase NadD (Staphylococcus aureus N315) | purified NadD enzyme, colorimetric absorbance read-out | inhibition, % at 20 µM | 360,000 compounds, 0.78% hits; in the data active = inhibition above about 26%; also: some compounds past the cut are filed as inactive
* marks the source's active call; other numbers are inactive results; i = inactive; . = no result given; + = active, no number.

SMILES	NadD block	Rpn11 block	SUMO1 PPI mod	Scp1 inh	LMPTP inh	MsrA inh	STEP inh	DNMT1 block	TbMetRS inhib	CSN deneddyl inh
Cc1cccc(Cn2c(=O)c3c(nc4n3CCN4Cc3ccco3)n(C)c2=O)c1	0	i	9	-5	-0.5	-0.9	1	-1	-0.6	7
Cc1cc(S(=O)(=O)N2CCCCC2)c(C)s1	1	i	5	0	0.1	0.2	1	-2	0.0	4
CCc1nc(SCCO)c2oc3ccccc3c2n1	-2	i	5	-1	0.4	1.1	1	-3	-1.6	-3
COCCNC(=O)c1ccc(N2CCC3(CC2)OCCO3)c([N+](=O)[O-])c1	-1	i	-20	-4	-0.8	-0.5	2	6	0.4	4
CCN(CC(=O)Nc1ccc2c(c1)OCCO2)C(=O)/C=C/c1ccc(F)cc1	2	i	-4	0	-0.1	0.1	4	-2	-0.7	0
O=C(c1ccc(F)cc1)C1CCN(C(=S)Nc2ccccc2)CC1	-6	i	-2	16	-0.3	-0.5	3	2	0.1	-2
Cc1cc(C)cc(NC(=O)c2ccccc2NC(=O)CCC(=O)O)c1	-2	i	1	1	-2.3	-0.1	2	11	-0.8	-15
O=C(Cc1cccc(NC(=O)C2CCCN(C(=O)C3CCC3)C2)c1)Nc1cccc(C(=O)N2CCCCC2)c1 (centres undefined)	2	i	0	-11	-0.8	-1.0	1	7	-0.4	-3
Cc1c(C(=O)N2CCN(c3ccc(F)cc3)CC2)sc2nc(-c3ccccc3)cn12	9	i	0	-3	1.5	0.0	-6	-5	-0.5	5
Cc1ccccc1NC(=O)c1ccc(S(=O)(=O)N(C)C)cc1	4	i	0	-10	-1.3	0.8	-1	4	-0.1	-1
Cc1ccc(NC(=O)c2ccc([N+](=O)[O-])o2)c(C)c1	-3	i	-21	2	-0.8	1.0	-1	-1	-0.7	-6
O=C(Cn1nnc(-c2cccc(C(F)(F)F)c2)n1)NNS(=O)(=O)c1cccc(C(F)(F)F)c1	-8	i	4	-19	2.0	0.3	0	3	-0.1	0
Cc1ccc(S(=O)(=O)c2nc(-c3cccs3)oc2NCc2cccnc2)cc1	-3	i	-8	-2	0.2	0.5	5	2	-0.3	18
COCCn1c(SCC(=O)Nc2cccc(OC)c2)nnc1-c1ccc(Cl)cc1	-7	i	2	-1	-0.9	2.1	0	10	-1.2	0
Cc1onc(-c2c(Cl)cccc2Cl)c1C(=O)Nc1ccc(Cl)cn1	0	i	3	-10	-0.4	2.9	-1	0	0.4	-2
Cc1sc2ncnc(Sc3ccccc3C(=O)Nc3ccccc3Cl)c2c1C	4	i	-3	-9	2.5	-0.6	3	-1	-0.2	0
CCN(CC)C(=O)C1=C(C)N(CCCN2CCCC2=O)C(=O)C(CC(=O)NCc2cccs2)C1 (centres undefined)	3	i	1	.	-0.7	0.2	1	1	-1.4	4
CCCCNC(=O)O[C@H]1C[C@@H]2CCN3C(=O)CCC[C@H]([C@H]1CC)[C@H]23	-3	i	8	-3	-1.4	-0.9	3	2	-0.1	-6
COc1ccc(C(=O)NCC(=O)N/N=C/c2c(C)[nH]c3ccccc23)cc1	0	i	3	-5	-1.1	1.7	-1	-3	0.3	2
CCOc1ccc(Cl)cc1/C=C1/C(=O)ON=C1C	-2	i	-3	1	-0.9	-0.5	-1	3	-0.7	2
C=CCn1c(SCC(=O)NC2CCCC2)nc2sc(C)cc2c1=O	-2	i	4	1	0.0	-1.0	2	1	-0.5	1
Cc1ccc(S(=O)(=O)N2CCN(c3ccccc3)CC2)cc1C(N)=O	3	i	-7	-7	0.9	-0.8	3	1	0.1	5
COc1cc(CNCCc2c[nH]c3ccccc23)ccc1OCc1ccccc1F	2	i	3	8	-1.6	1.1	0	-2	-0.4	2
C=CCc1ccc(O)c(-c2cc(CC=C)ccc2O)c1	2	i	5	-19	1.5	-0.2	-4	-7	1.1	-1
Cc1cc(OCC(=O)NCCO)cc(C)c1Cl	0	i	0	-3	-0.1	-0.2	1	11	0.0	1
CCOc1ccccc1NC(=O)CC1NCCNC1=O (centres undefined)	-3	i	-4	-7	0.4	0.1	-2	16	0.1	1
Cn1c2ccccc2c2nnc(SCC(=O)NCc3ccoc3)nc21	3	i	-8	24	-0.6	3.2	0	4	-0.1	2
O=C(Cn1cnc2ccccc2c1=O)N1CCN(Cc2ccccc2)CC1	-3	i	2	0	-1.7	-0.8	-2	1	-0.7	-4
Cn1nnnc1SC1CC(=O)N(c2ccccc2)C1=O (centres undefined)	-2	i	0	22	-1.5	1.1	-2	2	0.5	-5
c1ccc2c(c1)nc1n2CCN1CCNC1CCCCC1	-2	i	2	-14	-0.7	0.3	-1	3	-0.5	26
Cc1cc(C(F)(F)F)nn1CC(=O)NCc1ccco1	0	i	1	1	-2.7	-1.0	-2	1	0.1	-1
CCOC(=O)CCSc1nc(C)c2cc(OC)ccc2n1	-7	i	0	-7	-2.7	-0.2	0	1	-0.4	1
O=C(NCc1ccc(F)cc1)C1CCN(S(=O)(=O)c2ccc(Cl)cc2)CC1	-8	i	8	6	-0.6	2.1	-1	0	-0.8	4
Cn1c(=O)[nH]c(=O)c2c1nc(N/N=C/c1ccncc1)n2Cc1ccc(F)cc1	-3	i	-11	-7	3.4	1.8	-2	1	0.4	-2
O=C(NC(=O)c1cc([N+](=O)[O-])ccc1Cl)C1=C(N2CCCC2)COC1=O	4	i	-32	11	-0.7	0.9	1	5	-0.3	-2
CCOc1cc(CNCCSc2nnnn2C)cc(Br)c1OCc1ccc(F)cc1	6	i	-2	10	1.9	-0.7	3	-2	-0.2	4
CN1C(=O)[C@@H]2[C@H](C1=O)[C@@H]1C(=O)Nc3ccccc3C(=O)N1[C@@H]2c1cccc(Br)c1	2	i	-1	-3	-0.5	-1.4	4	0	-0.2	103
CCCOc1cccc(C2/C(=C(\O)c3ccc4c(c3)OCCO4)C(=O)C(=O)N2CCCn2ccnc2)c1 (centres undefined)	21	i	-8	-1	12	-0.2	-1	-2	0.3	-4
Cn1ncc(Cl)c1C(=O)N1CCCc2ccccc21	-1	i	-1	-4	-0.6	-0.1	-1	-1	-0.7	-1
CSc1ccc(CCNC(=O)CCc2nnc3ccc(N4CCCC4)nn23)cc1	-1	i	-3	-10	-0.2	0.2	3	-3	-0.3	5
S=C(N=Nc1ccccc1)NNc1ccccc1	7	i	-25	-3	1.8	-0.6	-1	-5	-1.3	-1
Cc1ccc(CN2C(=O)C(Cc3ccccc3)Nc3ncnc(N4CCN(c5ccccc5)CC4)c32)cc1 (centres undefined)	28*	i	-1	12	1.4	2.4	-1	-4	-0.5	-3
Cc1ccc2[nH]c(C)c(CCNC(=O)c3c(N)no[n+]3[O-])c2c1	-5	i	-4	2	-1.3	-0.4	-4	-3	-0.5	2
O=C(Cc1ccc(OCc2ccccc2)cc1)NCc1ccc2c(c1)OCO2	4	i	4	.	-0.8	-1.1	3	-1	1.0	2
CCOC(=O)C1CCN(c2cc3c(cc2NC(=O)c2ccccc2OCC)n(C)c(=O)n3C)CC1	1	i	15	1	2.8	-0.9	2	-9	0.4	2
Cc1ccc(S(=O)(=O)N2CCCC(c3nc(-c4ccc(C)o4)no3)C2)cc1 (centres undefined)	1	i	3	-10	1.2	-0.3	-2	3	-0.6	4
CC(=O)Nc1cccc(/C(C)=N/NC(=O)c2cccc(S(=O)(=O)N3CCOCC3)c2)c1	-3	i	2	2	-1.3	0.2	4	0	-0.3	6
CCCCCOc1ccc(C(=O)OCC(=O)Nc2cc(C)on2)cc1	3	i	0	7	-0.5	-0.5	0	6	-0.2	-1
COc1ccc(Cn2nnnc2CN2CCN(c3ccc(OC)cc3)CC2)cc1	-3	i	0	-8	-0.1	-0.7	1	2	-0.1	-5
CC(=O)c1c(C)[nH]c(C(=O)NNC(=O)COc2cc(C)ccc2C(C)C)c1C	-1	i	-3	-6	-0.2	-0.2	3	1	-0.1	-2

Two records drawn at random from the list so far, as already listed:
SMILES	NadD block	Rpn11 block	SUMO1 PPI mod	Scp1 inh	LMPTP inh	MsrA inh	STEP inh	DNMT1 block	TbMetRS inhib	CSN deneddyl inh
Cc1ccc(CN2C(=O)C(Cc3ccccc3)Nc3ncnc(N4CCN(c5ccccc5)CC4)c32)cc1 (centres undefined)	28*	i	-1	12	1.4	2.4	-1	-4	-0.5	-3
CCOC(=O)C1CCN(c2cc3c(cc2NC(=O)c2ccccc2OCC)n(C)c(=O)n3C)CC1	1	i	15	1	2.8	-0.9	2	-9	0.4	2

(next part)
SMILES	NadD block	Rpn11 block	SUMO1 PPI mod	Scp1 inh	LMPTP inh	MsrA inh	STEP inh	DNMT1 block	TbMetRS inhib	CSN deneddyl inh
COc1ccc(CN2CCC(n3nccc3NC(=O)C3CCCC3)CC2)cc1	-5	i	1	-4	0.8	0.0	-1	0	-0.5	2
CCOC(=O)c1ccc(N2CSC3=C(C#N)C(c4cccs4)CC(=O)N3C2)cc1 (centres undefined)	-6	i	5	-16	5.2	-0.2	2	-9	0.9	-1
Fc1ccccc1N1CCN(Cc2nc(-c3ccccc3)no2)CC1	0	i	3	2	0.7	-0.2	4	-2	0.3	-5
CCC(=O)c1ccc(OCC(=O)NCc2ccccc2CN2CCCC2)cc1	-5	i	3	-8	0.0	0.3	4	-2	-0.4	1
CCc1cc2c(SCc3nc4sc(C(C)=O)c(C)c4c(=O)[nH]3)ncnc2s1	10	+	-9	-5	-1.3	2.3	-1	-5	-0.5	17
COc1ccc(NC(=S)NC(NC(=O)C(C)C)C(Cl)(Cl)Cl)c([N+](=O)[O-])c1 (centres undefined)	-2	i	-21	1	1.9	-0.7	2	-3	-1.2	-1

From PubChem BioAssay
